Source: PubChem
EBV LMP1 NFkB: inhibitors of Epstein-Barr LMP1-induced NF-kappaB reporter; LMP1-induced NF-kappaB luciferase reporter cells, luminescence; inhibition, % at 12.5 µM; hit rate 0.69% among 350,000; in the data active = inhibition above about 41%;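 also: 0% = neutral control wells and 100% = reference inhibitor control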
TROY NFkB inh: blocks TROY-dependent signaling in reporter cells; Q293 LMP1-TROYcd NF-kB luciferase reporter, 4 h; inhibition, % at 10 µM; hit rate 0.98% among 360,000;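 active = compounds whose plate-normalised and pattern-corrected inhibition of the luciferase reporter signal at the single screening dose is 50% or more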
NCOA1 inh: inhibits human SRC1 coactivator; HEK293 GAL4-SRC1 luciferase reporter, luminescence; hit rate 0.12% among 360,000; Q15788; inhibition, % at 3.6 µM;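 active = inhibition above the campaign mean plus 3 SD, with each screening campaign given its own cutoff, cut at about 60% in these data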;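 also: 0% = DMSO treated cells and 100% = gossypol at 36 µM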
TLR9-MyD88 inh: TLR9-MyD88 interaction inhibition; Q9NR96+Q99836; CHO BLA complementation TLR9-MyD88, CCF4 FRET ratio; inhibition, % at 4.98 µM; hit rate 0.21% among 340,000; AID 504734;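 active = inhibition above the mean over all tested compounds plus 3 SD, cut at about 21% in these data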;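 also: 0% = DMSO only wells and 100% = clavulanate BLA inhibitor control wells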
NR2F2 inh: NR2F2 (human) inhibition, primary screen; inhibition, % at 8.6 µM; HEK293T NGFI-A luciferase reporter, luminescence; hit rate 0.7% among 370,000; P24468;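 active = inhibition above a per-plate cutoff, mean inhibition of test wells between control levels plus 3 SD, cut at about 38% in these data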;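 also: cells cotransfected with COUP-TFII expression vector driving the NGFI-A reporter; 0% = median of COUP-TF2 test wells and 100% = reporter-only cells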
NOD2 RIPK2 PPI: NOD2-RIPK2 protein interaction inhibition; inhibition, % at 4.98 µM; AID 624267; CHO BLA complementation NOD2-RIPK2, CCF4 ratio; hit rate 0.38% among 360,000; O43353; in the data active = inhibition above about 21%;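 also: 0% = vehicle only and 100% = reference blocker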
Target sequence (O43353 whole entry, looked up): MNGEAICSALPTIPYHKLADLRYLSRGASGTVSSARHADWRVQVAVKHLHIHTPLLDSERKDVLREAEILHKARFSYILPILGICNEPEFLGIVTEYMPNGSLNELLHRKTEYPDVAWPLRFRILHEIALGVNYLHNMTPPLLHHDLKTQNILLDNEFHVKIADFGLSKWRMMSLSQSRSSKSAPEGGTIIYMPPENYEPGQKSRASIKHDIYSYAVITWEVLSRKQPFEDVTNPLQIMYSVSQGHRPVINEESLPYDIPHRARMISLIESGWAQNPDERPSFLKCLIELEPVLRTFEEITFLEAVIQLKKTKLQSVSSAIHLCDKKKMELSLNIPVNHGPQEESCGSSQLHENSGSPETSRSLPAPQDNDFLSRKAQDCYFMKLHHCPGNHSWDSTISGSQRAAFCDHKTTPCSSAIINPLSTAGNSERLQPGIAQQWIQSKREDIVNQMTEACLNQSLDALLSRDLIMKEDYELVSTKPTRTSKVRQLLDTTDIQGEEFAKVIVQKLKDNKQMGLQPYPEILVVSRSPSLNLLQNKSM
Vif inh: inhibitors of HIV Vif. HEK293T cells, Vif self-association by quenched fluorescence, imaging, 24 h. inhibition, % at 7.49 µM. hit rate 0.35% among 340,000; in the data active = inhibition above about 50%, passing the limit was not always enough; also: some results filed as inactive read as strong as hits
NR5A2 inv ag: suppresses constitutive activity of human LRH-1; O00482; inhibition, % at 3.6 µM; AID 602396; hit rate 0.13% among 360,000; HEK293T StAR-luciferase reporter, LRH-1 transfected, 24 h;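 active = inhibition above the mean inhibition of all tested compounds plus 3 SD, cut at about 73% in these data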;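 also: 0% = DMSO wells and 100% = reporter-only cells lacking LRH-1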
Target sequence (O00482 whole entry, looked up): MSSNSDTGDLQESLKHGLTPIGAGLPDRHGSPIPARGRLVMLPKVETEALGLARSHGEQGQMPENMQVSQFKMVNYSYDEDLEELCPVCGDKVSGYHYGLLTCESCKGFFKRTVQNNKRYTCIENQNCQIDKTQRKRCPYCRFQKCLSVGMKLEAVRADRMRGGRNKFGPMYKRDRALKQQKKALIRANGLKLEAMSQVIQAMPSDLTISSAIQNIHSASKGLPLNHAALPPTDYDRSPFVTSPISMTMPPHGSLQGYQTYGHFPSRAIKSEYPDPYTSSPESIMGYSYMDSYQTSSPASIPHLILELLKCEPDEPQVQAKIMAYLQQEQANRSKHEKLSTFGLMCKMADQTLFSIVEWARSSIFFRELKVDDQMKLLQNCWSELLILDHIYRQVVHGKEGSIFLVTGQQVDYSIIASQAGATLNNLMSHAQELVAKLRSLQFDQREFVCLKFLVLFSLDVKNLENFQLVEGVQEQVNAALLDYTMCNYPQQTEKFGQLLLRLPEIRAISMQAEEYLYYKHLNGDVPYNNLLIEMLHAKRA
TRAIL sens C8: caspase-8 TRAIL sensitization; hit rate 1% among 360,000; inhibition (viability loss, TRAIL sensitization), % at 10 µM; NB7+C8 cells + TRAIL, ATPlite viability luminescence;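 active = compounds causing at least 50% loss of cell viability in the single-dose screen, relative to plate controls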
SRC3 inh: inhibits human SRC3 coactivator. Q9Y6Q9. HEK293 GAL4-SRC3 luciferase reporter, luminescence. inhibition, % at 3.6 µM. hit rate 0.17% among 360,000. AID 588352;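 active = inhibition above a per-campaign cutoff, the mean of all compounds plus 3 SD, cut at about 60% in these data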;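 also: 0% = DMSO-treated cells and 100% = gossypol-treated cells at 36 µM; higher means less SRC3-driven luciferase light from the GAL4 reporter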
NCOA2 inhibitor: human SRC2 (NCOA2) inhibition; hit rate 0.17% among 370,000; inhibition, % at 9 µM; AID 651957; HEK293 GAL4-SRC2 luciferase reporter, luminescence; Q15596;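 active = inhibition above the mean inhibition of all tested compounds plus 3 SD, set per campaign, cut at about 52% in these data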;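 also: 0% = DMSO treated cells and 100% = cells given Gossypol at 36 µM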
Active calls of the source: *; x = not tested or not shown. Some of the compounds tested; the hit share may differ from the screen's.

Screens in order: EBV LMP1 NFkB, TROY NFkB inh, NCOA1 inh, TLR9-MyD88 inh, NR2F2 inh, NOD2 RIPK2 PPI, Vif inh, NR5A2 inv ag, TRAIL sens C8, SRC3 inh, NCOA2 inhibitor
> CCOC(=O)c1cc(C)nnc1C(=O)OCC
    3.9, -13.1, -10.6, 7.1, 4.2, 10.2, -4.6, -34.2, -2.6, -2.8, 10.9
> Cc1c(CCOC(=O)c2cc([N+](=O)[O-])cc([N+](=O)[O-])c2)sc[n+]1CC(=O)c1ccccc1
    -11.3, 7.0, 1.7, 2.9, -26.8, -12.1, 5.2, -14.9, -4.4, -5.8, -1.9
> Cc1cc(OCC(=O)NCCc2ccc(S(N)(=O)=O)cc2)c2c(C)c(C)c(=O)oc2c1
    -2.4, -9.7, -1.5, -4.4, 6.5, -19.0, -8.7, -9.0, -9.4, -10.7, 0.5
> CC(=O)Nc1nc(SCC(=O)NCc2ccc(F)cc2)[nH]c(=O)c1NC(=O)c1cccs1
    -8.2, -14.2, 2.7, 0.1, 7.6, 2.9, -3.2, 8.1, 1.1, -20.9, 9.5
> COCC(C)OC(=O)C(C#N)c1nc2ccccc2nc1N1CCN(Cc2ccccc2)CC1 (stereo not drawn)
    11.4, -19.9, -3.8, -1.1, -1.0, 1.3, -8.7, 1.7, 9.1, 8.4, 2.6
> NC(=O)Cc1nc2scc(-c3ccccc3)c2c(=O)[nH]1
    -14.6, 7.2, -16.1, x, -23.7, -2.6, 3.7, 15.0, 2.9, 8.7, -8.6
> Cc1cccc(OCC(=O)NC(=S)N2CCCc3ccccc32)c1
    9.1, 39.5, 3.3, -4.9, 3.4, 5.0, 4.5, 14.0, -11.5, -8.0, -11.2
> Cn1c(=O)c2c(SCC(=O)N3CCOCC3)nc(-c3ccccc3F)nc2n(C)c1=O
    3.4, -8.6, -24.8, -1.9, 9.1, 0.6, 8.9, 11.4, -3.3, -13.6, -27.6
> COc1ccc(-n2nc(C(=O)NCC(=O)NC3CCCCC3)c3ccccc3c2=O)c(OC)c1
    -8.0, -7.3, 6.3, -0.3, -5.3, -10.3, -0.3, -14.8, -17.6, 4.4, 14.8
> CCOC(=O)[C@H]1[C@H]2COc3cc(OC)ccc3[C@@H]2N2C(=O)CN(C)C(=O)[C@@]12C
    -2.3, 13.8, -6.8, 8.0, 10.9, 0.7, 0.3, 14.9, -0.9, -5.2, -32.7
> CSc1cccc(NC(=O)c2ccc(Cl)nc2)c1
    -11.9, -41.8, -64.8, -8.3, -0.3, 0.0, -0.3, -23.7, -7.3, -0.8, -38.9
> CN(CC(=O)NCc1cccs1)CC(=O)Nc1ccc(F)c(F)c1F
    -12.9, 12.5, -13.0, -4.5, 28.1, -7.3, 3.2, 6.8, -2.8, -7.8, 9.8
> COc1ccc(N(CC(=O)NCCc2ccc(OC)c(OC)c2)S(=O)(=O)c2ccc(OC)c(OC)c2)cc1
    -5.2, -10.3, 8.6, -4.3, 15.0, 4.5, 7.9, -2.1, 6.6, 10.7, -5.5
> Cc1cc(=O)oc2c3c(cc(OCC(=O)NCCC(=O)N[C@@H](C)C(=O)O)c12)OC(C)(C)CC3
    -0.7, 4.3, 15.3, -8.3, -2.8, -0.1, -0.7, 10.9, -4.4, 0.8, -56.7
> Cc1[nH]c(=O)[nH]c1C(=O)CCCCC(=O)O
    -3.5, -3.3, -0.8, -11.5, 7.0, -50.0, 2.8, 9.9, -7.8, 21.4, 17.6
> COc1cc2c(cc1OC)CN(C(=O)c1ccccc1C(=O)O)CC2
    -11.5, -15.3, -8.0, 6.0, -17.4, 5.0, 10.4, 10.4, 4.2, 12.3, -47.2
> COc1ccc(CC(=O)N(c2ccccc2)c2nc(C)cs2)cc1
    3.8, -14.8, -8.4, -3.2, 4.4, -6.1, -7.0, -18.8, -0.7, 9.1, 1.1
> CC(=O)N(CCc1ccccc1C)Cc1cc2ccc(C)cc2[nH]c1=O
    8.2, -37.5, -9.8, 3.6, 2.0, -17.2, -7.0, 5.5, 13.6, 0.7, -0.1
> CN1CCN(C(=O)C2CC(=O)N(c3ccc(F)c(Cl)c3)C2)CC1 (stereo not drawn)
    0.9, -13.0, -6.5, 1.5, -16.4, 1.3, 2.6, 7.9, -2.4, 1.8, 5.9
> O=C(Nc1cc(C(=O)Nc2ccccc2C(=O)O)cc(C(=O)Nc2ccccc2C(=O)O)c1)c1ccccc1
    -10.5, 23.2, 8.0, -2.2, 5.7, -13.8, -2.0, 4.3, -3.7, 15.2, -1.6
> CCn1c(C(=O)NCc2cccnc2)cc2sc(Cl)cc21
    -13.5, 10.6, 3.2, -7.5, 5.1, -1.4, -5.3, -6.8, -3.8, 8.9, -0.1
> Cc1cc(N2CCN(C(C(=O)NC3CCCC3)C(C)C)CC2)c2ccccc2n1 (stereo not drawn)
    x, x, x, x, -3.0, -20.9, x, 20.3, 2.4, x, -0.2
> CCCC1(c2ccccc2)NC(=O)N(CC(=O)NCc2ccc(OC)cc2)C1=O (stereo not drawn)
    -2.1, -10.6, 10.2, 3.2, -7.4, 2.0, 7.0, 3.9, 18.1, 10.0, -0.2
> CSCCC(NC(=O)c1ccc(Cl)cc1Cl)C(=O)N1CCCCCCC1 (stereo not drawn)
    -4.6, 8.0, -13.9, 0.3, 23.1, 1.5, 4.6, 16.1, -10.0, 3.2, -2.1
> CCCCn1nnnc1C(c1ccccc1)N1CCN(c2ccccn2)CC1 (stereo not drawn)
    x, -10.3, x, x, 9.3, 5.3, x, 12.7, 0.3, x, -12.6
> COc1cc(Cl)ccc1OC1(C)CCN(Cc2ccc3ccccc3c2)C1 (stereo not drawn)
    x, -2.9, -2.4, x, 18.5, -5.2, -1.8, 7.5, 9.6, -4.0, 30.7
> COc1ccccc1OCc1ccc(C(=O)NC2CCCCC2)o1
    3.8, -24.0, 16.3, -2.4, -8.0, 1.7, 14.3, -13.1, -7.0, -1.7, -2.4
> CCCCn1c(N)c(N(C(=O)CSc2nnnn2-c2ccc(C)cc2)C2CCCC2)c(=O)[nH]c1=O
    -13.1, 17.2, -4.7, 0.6, -2.0, -4.3, -4.0, 10.8, 9.6, 1.9, -8.6
> CC(NS(=O)(=O)c1ccccc1)C(c1cccs1)N1CCN(C)CC1 (stereo not drawn)
    -8.0, 19.8, -13.9, -2.3, -6.5, 3.2, 2.6, -26.3, -12.5, 15.8, -9.3
> COc1ccc(-c2nc(CSCC(=O)N3CCN(c4cccc(C)c4)C(C)C3)c(C)o2)cc1OC (stereo not drawn)
    18.9, 13.2, 11.1, -7.0, 23.6, 1.7, x, 15.2, 17.2, 11.7, -5.3
> CCCCNC(=O)COC(=O)c1cc(C)nc2ccccc12
    3.3, 8.1, -1.4, -8.7, -17.3, -5.1, 0.6, -11.4, -2.8, 16.4, -4.3
> CC(C)CCNC(=O)C(=O)NCc1ccccc1
    -4.6, -35.3, -9.1, -3.9, -20.0, -0.1, -1.6, -20.7, -11.7, 1.3, -8.9
> CCc1nc2c(cnn2-c2ccc(Cl)cc2)c(=O)n1-c1ccc2c(c1)OCCO2
    4.0, -15.5, 9.2, 6.4, 0.1, 4.9, 0.1, -6.6, 25.6, 24.1, -21.6
> COc1ccc(-c2ccc3oc(-c4ccsc4)cc(=O)c3c2)cc1F
    -16.3, -68.7, -7.8, -16.7, -2.3, -2.5, -0.3, -36.5, 9.4, -15.8, -30.5
> COc1cccc(C(=O)Nc2ncc3c(n2)CC(C)(C)CC3=O)c1
    1.4, -14.5, -20.4, 2.3, -18.4, -0.2, -3.0, -20.1, -11.4, -25.2, -19.6
> NC(=O)NCCCC(=O)OCC(=O)c1ccc2ccccc2c1
    5.1, -29.1, -28.8, 5.4, -0.5, -1.4, -3.8, 3.8, -1.8, 7.9, -9.7
> Cc1ccc(N2CC(=O)Nc3c(sc4nc(C)cc(C)c34)C2=O)cc1
    2.4, -3.0, 5.4, -0.7, -12.4, -19.5, -2.4, 6.3, 4.6, 5.5, -3.8
> CCOC(=O)/C(C#N)=C1/SC(C)C(=O)N1c1ccc(Br)cc1 (stereo not drawn)
    -6.3, -19.6, -12.6, -0.2, -0.9, -20.5, 1.6, -1.1, 1.4, 13.9, -19.0
> CCOc1ccc(CC(=O)Nc2c(C(N)=O)oc3ccccc23)cc1OCC
    12.3, -17.6, -5.7, 1.1, 9.3, -4.4, -12.8, 7.5, 6.6, 25.6, 1.8
> COc1cc2c(cc1OC)CN(C(=O)CCNC(=O)c1ccccc1Cl)CC2
    7.0, -19.8, 3.0, -4.0, -14.2, -9.9, -0.1, 7.7, -4.8, -4.7, -6.3
> CCN1CCN(c2c(Cl)cccc2NC(=O)c2ccco2)CC1
    14.9, -3.5, 12.8, -0.8, 1.6, 0.2, -2.7, -5.1, 1.4, 23.0, -8.1
> COC(=O)NCc1ccc(S(=O)(=O)N2CCOCC2)cc1
    10.3, 11.0, 3.6, -7.9, -7.2, -20.1, 0.3, 2.3, 19.9, -19.2, 2.6
> CCN(CC)CCn1c(N)cc(=O)[nH]c1=O
    -7.8, 7.8, -6.0, 0.3, -23.2, 3.4, 6.1, 17.5, 1.8, 4.8, 14.1
> O=C(NCc1nc2ccccc2[nH]1)c1ccccc1F
    x, -47.4, -16.7, x, -7.1, -1.0, 47.5, -37.7, 11.8, -13.8, -6.6

A different layout for nine compounds above.
| compound | EBV LMP1 NFkB | TROY NFkB inh | NCOA1 inh | TLR9-MyD88 inh | NR2F2 inh | NOD2 RIPK2 PPI | Vif inh | NR5A2 inv ag | TRAIL sens C8 | SRC3 inh | NCOA2 inhibitor |
| --- | --- | --- | --- | --- | --- | --- | --- | --- | --- | --- | --- |
| NC(=O)NCCCC(=O)OCC(=O)c1ccc2ccccc2c1 | 5.1 | -29.1 | -28.8 | 5.4 | -0.5 | -1.4 | -3.8 | 3.8 | -1.8 | 7.9 | -9.7 |
| Cc1ccc(N2CC(=O)Nc3c(sc4nc(C)cc(C)c34)C2=O)cc1 | 2.4 | -3.0 | 5.4 | -0.7 | -12.4 | -19.5 | -2.4 | 6.3 | 4.6 | 5.5 | -3.8 |
| CCOC(=O)/C(C#N)=C1/SC(C)C(=O)N1c1ccc(Br)cc1 (stereo not drawn) | -6.3 | -19.6 | -12.6 | -0.2 | -0.9 | -20.5 | 1.6 | -1.1 | 1.4 | 13.9 | -19.0 |
| CCOc1ccc(CC(=O)Nc2c(C(N)=O)oc3ccccc23)cc1OCC | 12.3 | -17.6 | -5.7 | 1.1 | 9.3 | -4.4 | -12.8 | 7.5 | 6.6 | 25.6 | 1.8 |
| COc1cc2c(cc1OC)CN(C(=O)CCNC(=O)c1ccccc1Cl)CC2 | 7.0 | -19.8 | 3.0 | -4.0 | -14.2 | -9.9 | -0.1 | 7.7 | -4.8 | -4.7 | -6.3 |
| CCN1CCN(c2c(Cl)cccc2NC(=O)c2ccco2)CC1 | 14.9 | -3.5 | 12.8 | -0.8 | 1.6 | 0.2 | -2.7 | -5.1 | 1.4 | 23.0 | -8.1 |
| COC(=O)NCc1ccc(S(=O)(=O)N2CCOCC2)cc1 | 10.3 | 11.0 | 3.6 | -7.9 | -7.2 | -20.1 | 0.3 | 2.3 | 19.9 | -19.2 | 2.6 |
| CCN(CC)CCn1c(N)cc(=O)[nH]c1=O | -7.8 | 7.8 | -6.0 | 0.3 | -23.2 | 3.4 | 6.1 | 17.5 | 1.8 | 4.8 | 14.1 |
| O=C(NCc1nc2ccccc2[nH]1)c1ccccc1F | x | -47.4 | -16.7 | x | -7.1 | -1.0 | 47.5 | -37.7 | 11.8 | -13.8 | -6.6 |
